Insulin prom up = MIN6 insulin promoter up-regulation. MIN6 insulin promoter-GFP reporter, high-content imaging; hits give high values. 0.3% of 190,000 active. z-score at 5 µM. AID 1625;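 active = z-score above 3 at 5 µM with at least 500 cells counted in the well; inconclusive = wells under 500 cells, flagged as cytotoxic or low count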
Autophagy mod = alters autophagy in cells; 0.98% of 190,000 active; calls only at 10 µM (by protocol); AID 463193; MEF GFP-LC3 puncta imaging; test concentration mostly 10 µM;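 active = percentage of spot-positive cells more than 3 SD above its plate mean, without a fluorescence outlier flag or 80% toxicity; inconclusive = no clear call, values can overlap the other calls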;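 also: spot-positive cell cutoff set from DMSO-treated cells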
T cell modulator = T cell immune modulation candidate | 0.068% of 330,000 active | 2C CD8+ T cell-vesicle binding, flow cytometry; hits give low values | AID 2052 | calls only at 7 µM;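 active = response, share of CD8 T cells binding vesicles, and their 90th percentile fluorescence all below set limits, cut at about 80% in these data, passing the limit was not always enough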
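Test system: purified 2C TCR transgenic mouse naive CD8+ T cells. Probe or stimulus: QL9-peptide-loaded Drosophila micro-vesicles bearing Ld, ICAM-1 and B7-1. Incubation: binding step 1.5 h, 37 °C, antibody labelling 20 min, ice. Measured by: flow cytometry of vesicle-bound cells.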
MT stabilizer = stabilizes microtubules in HeLa cells; % tubulin-high responders, % at 10 µM; HeLa tubulin immunostaining HCS, 24 h; share of cells brighter than vehicle mean+2SD; 0.83% of 200,000 active;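 active = plate Z-score above 3 for both tubulin-high and condensed-nucleus cell shares, with cell loss under 80%, at 10 µM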;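 also: anti alpha tubulin signal scored within the nucleus-defined area of each cell; some results filed as inactive read as strong as hits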
West Nile antiviral = West Nile virus antiviral activity, cell-based, CPE readout (AID 1621) | West Nile virus-infected cells, CPE inhibition; higher % means a stronger effect | one-dose CPE inhibition, % at 10 µM; IC50 in µM for titrated hits | 0.02% of 290,000 active; in the data active = a potency from the dose series; inconclusive = CPE inhibition mostly from about 3.7% at the one dose, without a potency; inactive = the rest, 99 in 100 with CPE inhibition below about 2.2%; also: strong numbers were not always called active
WT yeast gro inh = growth inhibition of WT yeast, mitochondrial fusion screen. mitochondrial fusion phenotypic screen, WT strain. 2.1% of 190,000 active. inhibition, % at 10 µM; in the data active = inhibition above about 58%; tested in S. cerevisiae
Myeloid diff MLP = promotes myeloid progenitor differentiation. ER-HoxA9 myeloid progenitors, lysozyme-GFP differentiation, flow cytometry. calls only at 10 µM. AID 624256. 1% of 360,000 active;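 active = normalized GFP-positive differentiation at or above the plate's own cutoff, the solvent-only control mean plus 3 SD; inconclusive = no clear call, values can overlap the other calls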;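 also: cells exposed to compound for four days before flow analysis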
bCat nuc transl = alters nuclear translocation of beta-catenin in HeLa cells. immunofluorescence imaging. 0.3% of 190,000 active. nuclear translocation activity, % at 5 µM;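 active = nuclear translocation activity above 50% at 5 µM, with a well cell count of 50 or more; inconclusive = wells under 50 cells across six images, flagged as toxic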;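 also: per-cell ratio of nuclear to cytoplasmic median beta-catenin stain intensity; plate controls were DMSO negative control for no effect and GSK-3 inhibitor IX positive control for full effect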
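System: HeLa cells, endogenous beta-catenin; compound dosing: 5 µM primary single dose, 0.1% DMSO, 0.02–20 µM confirmation series; incubation: 24 h compound exposure at 37°C, 5% CO2; signal: beta-catenin immunofluorescence imaging with DAPI; evaluation: % activation, nuclear-to-cytoplasmic median beta-catenin signal ratio per cell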
Lipid droplet = hepatic lipid droplet formation modulation. AID 1656. 0.4% of 240,000 active. AML12 mouse hepatocytes, oleate lipid droplets, BODIPY imaging. inhibition, % at 6.5 µM;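 active = lipid droplet intensity inhibited by at least 50%, with more than 500 cells counted; inconclusive = wells with under 300 cells, treated as cytotoxic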
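material = mouse AML12 hepatocyte cell line, fixed after treatment | also added = 100 µM oleic acid challenge | doses = compound at 6.5 µM only | schedule = overnight exposure | technique = Image-based BODIPY and DAPI two-channel analysis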
WT yeast gro inh mutant strain = also measured in WT yeast gro inh; calls as there; inhibition, %; mitochondrial fusion phenotypic screen, mutant strain inhibition
Insulin prom up cell count = recorded beside Insulin prom up, whose call it bears; cell count; measured here: cytotoxicity, nuclei count;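 total cells summed across four imaged fields per well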
Lipid droplet cells 6.5 µM = second read-out of Lipid droplet, no call of its own (marks repeat the call); cell count; measured here: cell count, cytotoxicity flag;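 cells counted across two imaged fields per well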
bCat nuc transl cell count 5 µM = also measured in bCat nuc transl; calls as there; cell count; measured here: cell count, cytotoxicity flag
T cell modulator vesicle-bound % = second read-out of T cell modulator, no call of its own (marks repeat the call); double positive events, %; measured here: CD8+ vesicle-bound cell fraction;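 binding gate set so that unloaded-vesicle control wells show 10% double positive cells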
MT stabilizer Hoechst-high % = further read-out of MT stabilizer, marked with its call; % Hoechst-high responders; measured here: nuclear condensation Hoechst responders;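 share of cells brighter than vehicle mean plus two SD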
MT stabilizer cytotoxicity % = also measured in MT stabilizer; calls as there; toxicity, %; measured here: cytotoxicity by cell density;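 0% = mean cell density of plate MIN control wells and 100% = no cells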
Autophagy mod cell loss 18 h = second read-out of Autophagy mod, no call of its own (marks repeat the call); toxicity, %; measured here: cell loss, nuclei count;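 cell loss after 18 h compound exposure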
Myeloid diff MLP GFP+ MAC1+ % = further read-out of Myeloid diff MLP, marked with its call; GFP+ MAC1+ double positive, %; measured here: differentiation confirmed by MAC1 staining
* = called active by the depositor; i = inactive; ? = inconclusive; · = no result given.

SMILES	Insulin prom up	Insulin prom up cell count	Autophagy mod	Autophagy mod cell loss 18 h	T cell modulator	T cell modulator vesicle-bound %	MT stabilizer	MT stabilizer Hoechst-high %	MT stabilizer cytotoxicity %	West Nile antiviral	WT yeast gro inh	WT yeast gro inh mutant strain	Myeloid diff MLP	Myeloid diff MLP GFP+ MAC1+ %	bCat nuc transl	bCat nuc transl cell count 5 µM	Lipid droplet	Lipid droplet cells 6.5 µM
O=C(CNC(=O)c1ccc(Cl)cc1Cl)OCc1nc2ccccc2s1	-1.1	1467	i	1	i	54	3.2	4.2	6.0	-0.2%	-9	2	i	0.4	-2.3	1111	18	654
CN(C)c1nc(-c2ccccc2)c2cc(Cl)ccc2n1	·	·	·	·	i	16	·	·	·	-0.1%	·	·	i	4.9	·	·	-15	710
NC(=S)NNC(=O)Nc1cccc(Cl)c1	0.04	1256	i	18	i	13	3.3	1.8	3.6	-0.2%	7	17	i	0.5	-2.3	542	2	634
O=C(NC(=O)N1CCN(C(c2ccccc2)c2ccccc2)CC1)c1ccccc1	-0.43	889	·	·	i	19	·	·	·	-0.5%	·	·	i	0.1	-1.2	1360	3	685
COc1ccc(C(=O)NC(=S)Nc2cccc3cc(O)ccc23)cc1OC	·	·	·	·	i	31	·	·	·	0.0%	·	·	i	1.8	·	·	-23	713
O=C(Oc1c(Cl)cc(Cl)c2cccnc12)c1cccc([N+](=O)[O-])c1	-0.84	1371	i	-8	i	49	2.6	2.7	6.5	0.8%	56	26	i	0.5	7.3	1264	-9	679
Cc1ccc(NC(=S)N(Cc2cccs2)Cc2cc3cc(C)ccc3[nH]c2=O)cc1	·	·	i	11	i	41	1.4	2.1	2.4	-1.6%	14	6	i	1.4	-0.3	1046	0	424
Cc1ccc(NC(=O)/C(=C\c2ccc([N+](=O)[O-])cc2)NC(=O)c2ccccc2)cc1	·	·	i	-32	i	30	4.6	1.7	8.1	0.1%	52	22	i	0.6	·	·	·	·
CCCCCN(C(=O)CCC(=O)OCC(=O)NCc1cccc(OC)c1)c1c(N)n(CCCC)c(=O)[nH]c1=O	·	·	·	·	i	71	·	·	·	-0.3%	·	·	?	·	·	·	2	839
Cn1c(SCC(=O)Nc2ccccc2F)nnc1C1CCCCC1	·	·	·	·	i	20	·	·	·	-0.3%	·	·	i	1.5	·	·	-31	571
COc1ccnc(Oc2ccc(F)cc2)c1C(=O)N/C=N/OCc1ccccc1	0.86	1260	i	6	i	48	1.9	2.8	7.1	-0.3%	3	-16	·	·	-0.7	1059	-7	728
CC(=O)Nc1ccc(NC(=O)CCC(=O)Oc2ccc(C)cc2)cc1	·	·	·	·	i	58	·	·	·	1.9%	·	·	i	0.5	·	·	-5	756
O=C(CCN1C(=O)/C(=C/c2ccccc2F)SC1=S)NCCCN1CCOCC1	·	·	·	·	i	41	·	·	·	3.1%	·	·	i	0.7	·	·	-21	841
CC(Sc1nnc(CN2CCCC2)n1Cc1ccccc1)C(=O)Nc1ccc(F)cc1 (stereo unspecified)	·	·	·	·	i	52	·	·	·	-0.1%	·	·	i	1.4	·	·	3	667
CCOC(=O)CSc1n[nH]c(=O)n1CCc1ccccc1	·	·	·	·	i	19	·	·	·	1.3%	·	·	i	0.7	·	·	22	870
Cc1cc(OCC(=O)N(C)Cc2ccccc2)cc(C)c1Cl	·	·	·	·	i	42	·	·	·	-1.4%	·	·	i	0.2	·	·	-20	818
CS(=O)(=O)c1ccc2nc(NC(=O)c3ccc(NS(=O)(=O)c4ccc(F)c(F)c4)cc3)sc2c1	1.3	954	·	·	i	59	·	·	·	1.1%	·	·	i	0.5	2.5	1315	-15	668
CCNc1nc(NCC)nc(N(C)N)n1	·	·	i	-23	i	23	3.0	1.7	6.7	0.0%	6	23	i	0.3	·	·	·	·
CN1CC(=O)N2Cc3[nH]c4ccccc4c3C[C@H]2C1=O	·	·	·	·	i	22	·	·	·	0.9%	·	·	i	0.8	·	·	10	834
COc1ccccc1-n1c(SCC(=O)Nc2ccc3c(c2)OCO3)nc2c(c1=O)SCC2	-0.39	1764	i	-5	i	18	2.4	1.6	2.3	·	-1	4	i	2.9	4.4	999	-1	574
CC/C(=N/Nc1cccc(Cl)c1)c1cnnc(SC)n1	0.33	1276	i	-6	i	53	5.6	3.2	1.3	-0.6%	0	1	i	0.4	4.2	515	14	723
O=C(NCCN1CCN(S(=O)(=O)c2ccccc2)CC1)C(=O)Nc1ccc(F)cc1	·	·	·	·	i	25	·	·	·	-0.5%	·	·	i	2.4	·	·	1	854
c1csc(COc2ccccc2CNC2CCCCC2)c1	-1.6	1359	i	12	i	36	6.2	2.2	3.6	-1.3%	10	-8	i	0.8	-1.1	1131	-12	594
O=C(CSc1nc2ccccc2c(=O)n1-c1ccc(F)cc1F)Nc1ccc2c(c1)CCC2	-0.21	1279	i	7	i	30	2.7	2.5	9.2	12µM*	-7	12	i	0.0	·	·	49	565
Cc1ccccc1NC(=O)CSc1nnc(-c2ccccn2)o1	·	·	·	·	i	48	·	·	·	-0.3%	·	·	i	0.2	·	·	-8	738
CCS(=O)(=O)/N=C(\N)c1ccccc1	0.48	948	i	7	i	45	2.7	3.9	6.9	1.0%	0	-4	i	3.2	1.3	734	·	·
O=c1[nH]c(CSc2nc3ccccc3o2)nc2c1cnn2-c1ccccc1	0.37	1312	i	7	i	31	3.5	1.9	3.6	0.3%	17	16	i	1.7	-3.0	871	·	·
COc1ccc(-c2ncc(CN3CCN(CCC(C)C)C(CCO)C3)cn2)cc1 (stereo unspecified)	0.03	1451	i	3	i	66	3.8	2.4	5.1	-0.8%	12	9	i	0.3	-2.3	1073	7	731
CC(/C=N\NC(=O)c1ccc2c(c1)OCO2)c1ccccc1 (stereo unspecified)	·	·	·	·	i	61	·	·	·	-0.3%	·	·	i	5.2	·	·	-1	806
COc1ccccc1C(=O)C1CCCN(C(=O)CSc2ccccn2)C1 (stereo unspecified)	-0.1	1391	i	12	i	26	1.8	1.9	3.1	-0.6%	-4	-4	i	0.7	-1.7	942	3	705
Cc1cc([N+](=O)[O-])ccc1NC(=O)CCC(=O)N1CCCCC1	·	·	·	·	i	76	·	·	·	-0.4%	·	·	i	0.3	·	·	-8	828
CCN1CCN(CC(=O)N/N=C/c2cc(Br)cs2)CC1	·	·	·	·	i	63	·	·	·	0.3%	·	·	i	0.1	·	·	14	824
O=C(COc1ccc2c3c(c(=O)oc2c1)CCCC3)N1CCN(c2ccc(F)cc2)CC1	·	·	·	·	i	25	·	·	·	0.1%	·	·	i	0.5	·	·	9	721
CCCCC(=O)Nc1ccc(F)c(Cl)c1	0.32	1708	i	1	i	11	1.5	0.4	42	1.1%	9	30	i	0.9	1.1	1077	-1	534
N#CC(=C1CCCC1)c1nc(-c2ccccc2)cs1	0.28	1682	i	-3	i	10	2.1	1.8	8.7	-0.2%	2	-10	i	0.6	-0.3	1352	·	·
COc1ccccc1NC(=O)CC1C(=O)Nc2c1c(=O)n(C)c(=O)n2C (stereo unspecified)	0.42	1528	·	·	i	58	1.4	1.7	9.1	0.5%	21	5	i	0.6	2.3	1401	·	·
Cc1nn(-c2cc(C)c3ccccc3n2)c2c1CCC2	0.64	1958	i	0	i	14	1.9	2.1	2.7	0.5%	36	34	i	0.7	-3.0	956	8	650
O=C(O)C1CCN(S(=O)(=O)c2cccc3nsnc23)CC1	·	·	·	·	i	6	·	·	·	-0.2%	·	·	i	2.3	·	·	5	701
O=C(CN1C(=O)COc2ccccc21)Nc1ccc(N2CCOCC2)cc1	·	·	·	·	i	72	·	·	·	-0.4%	·	·	i	1.3	·	·	10	816
O=C(COC(=O)/C=C/c1ccc(Br)o1)Nc1ccccc1F	-0.09	1250	i	-11	i	33	6.9	2.5	7.6	-0.1%	-9	6	·	·	-0.5	967	3	685
CC1(C)CC(=O)C(C(C#Cc2ccccc2)C2=C(O)CC(C)(C)CC2=O)=C(O)C1	0.6	1427	i	1	i	25	2.7	1.4	5.6	-1.0%	-1	-5	i	6.1	-0.6	1367	·	·
O=C(NCc1ccccc1)C(c1ccncc1)N(C(=O)c1csnn1)c1cccc(F)c1 (stereo unspecified)	·	·	·	·	i	28	·	·	·	0.2%	·	·	i	3.9	·	·	-9	802
CCOC(=O)C1(CCc2ccccc2)CCN(C(=O)CN2CCOC2=O)CC1	·	·	i	26	i	54	3.6	1.1	6.0	-1.1%	3	9	i	1.9	-0.3	893	12	738
O=C(c1cc(COc2ccc3ncccc3c2)on1)N1CCC[C@H]1CO	·	·	·	·	i	5	·	·	·	-1.4%	·	·	i	0.4	·	·	-22	828
O=C(Nc1ccc(Cl)cc1)C1CCN(C(=O)c2ccco2)CC1	·	·	·	·	i	26	·	·	·	-0.9%	·	·	i	3.0	·	·	-2	821
CCCNc1ncnc2sc(C)c(C)c12	-0.54	1123	i	1	i	22	3.6	2.6	8.5	-0.2%	-17	-10	i	1.0	·	·	1	750
COc1ccccc1-c1c(C)nn2c(-c3ccccc3)cc(C)nc12	-0.88	1124	·	·	i	24	·	·	·	-0.1%	·	·	i	0.2	1.9	1283	-8	691
CC(=O)Nc1cccc(NC(=O)CS(=O)(=O)c2cn(CC(=O)N3CCCC3)c3ccccc23)c1	·	·	·	·	i	69	·	·	·	-0.6%	·	·	i	0.9	·	·	5	714

Screening results: PubChem, several laboratories
